Bioassay records from PubChem BioAssay.
Tb PGK inh – qHTS Assay to Find Inhibitors of Phosphoglycerate Kinase | Potency, µM (highest dose often 57.5 µM), inactives show at the top dose activity change, negative = inhibition, hits mostly inhibitors | actives 0.043% (n = 380,000) | AID 602233, 2012 | PGK/GAPDH coupled, Kinase-Glo luminescence, 60 min | Phosphoglycerate kinase, glycosomal (Trypanosoma brucei brucei), P07378; note: potency is the fitted concentration of half-maximal effect; % is set by controls: 0 for no effect and ±100 for the full control effect; nearly all actives have a fitted effect of over 60% in size
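Luminescent ATP detection (Kinase-Glo Plus) follows a 60-minute room-temperature incubation, with wells lacking PGK as controls. Buffer: 100 mM TEA (pH 7.6), 5 mM MgCl2, 0.01% Tween-20. Coupling enzyme GAPDH (100 nM final) supplies unstable 1,3-BPG in-well.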
JMJD2A Tudor inh – qHTS Assay for Inhibitors of JMJD2A-Tudor Domain; AlphaScreen JMJD2A-Tudor / H3K4me3 peptide binding; Potency, µM (titrated, usually from 114 µM), for inactives: at the top dose activity change, negative = inhibition, actives largely listed as inhibitors; actives 4.4% (n = 390,000); Lysine-specific demethylase 4A (Homo sapiens), O75164; note: potency is the fitted concentration of half-maximal effect; % is set by controls: 0 for no effect and ±100 for the full control effect; nearly all actives have a fitted effect of over 50% in size
GLS inhibitor – qHTS for Inhibitors of Glutaminase (GLS); Glutaminase kidney isoform, mitochondrial (Homo sapiens), O94925; GLS enzymatic activity, qHTS titration; Potency, µM (doses to about 45.5 µM), inactives show at the top dose activity change, negative = inhibition, usual class: inhibitors; actives 0.21% (n = 410,000); AID 624170, 2012; note: potency is the fitted concentration of half-maximal effect; % is set by controls: 0 for no effect and ±100 for the full control effect
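Assay buffer: 45 mM KH2PO4 pH 8.2, 0.02% Tween-20. hKGA acts on L-glutamine (1 mM solution added); product glutamate is reported by an oxidase/peroxidase Amplex Red coupling, with fluorescence taken at baseline and 30 min.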
PI4K2A block – qHTS for small molecular inhibitors of PI4K2A | AID 1346378, 2018 | activity change, negative = inhibition, % at 76.9 µM | purified PI4K2A, ADP-Glo luminescence, 1 h; hits give low values | actives 0.13% (n = 420,000); in the data active = activity change below about -50%; inconclusive = mostly about -30% to -49%;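 note: -100% = wells without enzyme as full effect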
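In this quantitative HTS, ADP production by PI4K2A was quantified luminescently after 1 h at ambient temperature; 100 microM adenosine served as plate-quality control.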
Pol eta inh – qHTS for Inhibitors of Polymerase Eta. recombinant Pol eta, fluorescent DNA replication assay. actives 1.2% (n = 390,000). Potency, µM (highest dose often 114 µM), for inactives: at the highest dose activity change, negative = inhibition, most hits filed as inhibitors. DNA polymerase eta (Homo sapiens), Q9Y253; note: potency is the fitted concentration of half-maximal effect; % is set by controls: 0 for no effect and ±100 for the full control effect
Target sequence (Q9Y253 whole entry, looked up): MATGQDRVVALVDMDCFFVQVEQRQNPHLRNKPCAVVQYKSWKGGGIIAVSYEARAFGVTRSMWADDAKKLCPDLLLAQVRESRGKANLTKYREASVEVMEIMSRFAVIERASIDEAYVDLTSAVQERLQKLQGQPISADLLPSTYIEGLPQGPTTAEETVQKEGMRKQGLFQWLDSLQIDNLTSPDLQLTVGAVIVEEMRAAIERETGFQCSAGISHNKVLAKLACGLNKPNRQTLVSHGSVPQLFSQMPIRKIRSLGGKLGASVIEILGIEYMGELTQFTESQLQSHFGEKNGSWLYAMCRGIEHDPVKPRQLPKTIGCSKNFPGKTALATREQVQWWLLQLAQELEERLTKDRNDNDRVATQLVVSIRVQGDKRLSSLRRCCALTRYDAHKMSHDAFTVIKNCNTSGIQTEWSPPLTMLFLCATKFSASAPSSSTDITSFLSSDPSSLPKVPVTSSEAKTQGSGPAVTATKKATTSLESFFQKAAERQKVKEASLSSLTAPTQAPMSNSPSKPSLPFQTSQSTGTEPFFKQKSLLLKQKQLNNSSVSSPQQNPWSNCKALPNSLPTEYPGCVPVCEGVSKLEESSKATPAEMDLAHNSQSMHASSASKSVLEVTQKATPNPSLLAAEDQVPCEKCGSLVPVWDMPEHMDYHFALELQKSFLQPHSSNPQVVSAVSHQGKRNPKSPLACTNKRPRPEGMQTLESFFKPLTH
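Fluorescent replication assay: 50 nM final substrate added after a 15 min room-temperature compound preincubation with 10 nM enzyme. Signal taken at 0 min and again at 10 min.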
Pin1 inhibitor – qHTS Assay to Find Inhibitors of Pin1; Peptidyl-prolyl cis-trans isomerase NIMA-interacting 1 (Homo sapiens), Q13526; Pin1 FP peptide displacement, HiFluor488, 10 min; Potency, µM (titrated, usually from 115 µM), inactives show top-dose activity, negative = inhibition, usual class: inhibitors; actives 0.009% (n = 390,000); active = well fitted inhibition curve with a large enough effect in the polarisation, with a control signal flat, not every such curve was filed as active; inconclusive = small, poorly fitted or top-dose-only effect, or effect the other way, or a change in a side signal; inactive = no such curve, though single readings can be large or run the other way; the % refers to the polarisation; note: potency is the fitted concentration of half-maximal effect; % is set by controls: 0 for no effect and ±100 for the full control effect
Target sequence (Q13526 whole entry, looked up): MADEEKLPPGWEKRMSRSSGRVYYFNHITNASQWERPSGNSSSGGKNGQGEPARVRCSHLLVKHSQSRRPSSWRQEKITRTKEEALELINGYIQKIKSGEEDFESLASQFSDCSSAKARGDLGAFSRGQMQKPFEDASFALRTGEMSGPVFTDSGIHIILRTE
G9a block – qHTS Assay for Inhibitors of Histone Lysine Methyltransferase G9a | G9a H3K9 monomethylation, AlphaScreen, 2 h | Potency, µM (series often up to 102 µM), inactives show at the highest dose activity, negative = inhibition, hits mostly inhibitors | Histone-lysine N-methyltransferase EHMT2 (Homo sapiens), Q96KQ7 | actives 8.8% (n = 350,000) | AID 504332, 2011; note: potency is the fitted concentration of half-maximal effect; % is set by controls: 0 for no effect and ±100 for the full control effect; nearly all actives have a fitted effect of over 75% in size
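G9a (20 nM) preincubated 15 min RT with compounds, then 500 nM biotinylated H3K9 peptide and 20 uM SAM added; 2 h RT reaction. Monomethyl-H3K9 product detected by AlphaScreen with anti-H3K9me1 antibody, streptavidin donor and anti-rabbit IgG acceptor beads.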
HP1b binding inh – HTS for Inhibitors of HP1-beta Chromodomain Interactions with Methylated Histone Tails. Potency, µM (doses to about 114 µM), for inactives: at the top dose activity change, negative = inhibition, actives largely listed as inhibitors. actives 0.56% (n = 390,000). AID 540317, 2011. AlphaScreen HP1-beta / biotin-H3K9me3 peptide binding; note: potency is the fitted concentration of half-maximal effect; nearly all actives have a fitted effect of over 70% in size; inactives centre near 23
Target sequence (P83916 whole entry, looked up): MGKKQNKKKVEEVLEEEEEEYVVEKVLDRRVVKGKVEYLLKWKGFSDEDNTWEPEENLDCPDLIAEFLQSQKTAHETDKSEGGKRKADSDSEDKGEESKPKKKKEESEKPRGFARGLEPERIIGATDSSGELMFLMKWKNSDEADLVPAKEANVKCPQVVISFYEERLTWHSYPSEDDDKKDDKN
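HP1-beta protein (50 nM final) preincubated 30 min at room temperature with biotinylated H3(1-18)K9me3 peptide (50 nM) in PBS pH 7.4, 0.01% Tween-20, then compound added for 30 min. AlphaScreen streptavidin donor/nickel chelate acceptor beads (10 ug/mL final), 30 min dark, luminescence read.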
BAZ2B inh – qHTS Assay for Inhibitors of BAZ2B; Bromodomain adjacent to zinc finger domain protein 2B (Homo sapiens), Q9UIF8; AlphaScreen BAZ2B-H3K14Ac peptide displacement; Potency, µM (titrated, usually from 114 µM), inactives show at the highest dose activity change, negative = inhibition, usual class: inhibitors; actives 4.4% (n = 360,000); AID 504333, 2011; note: potency is the fitted concentration of half-maximal effect; % is set by controls: 0 for no effect and ±100 for the full control effect; nearly all actives have a fitted effect of over 60% in size
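Protein-peptide AlphaScreen: BAZ2B 50 nM, b-H3K14Ac 50 nM, 1x PBS pH 7.4 + 0.01% Tween-20. Preincubation 30 min RT; cpd 30 min RT (top 110 uM); beads 20 min RT, light-protected.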
* hit, by the source's call; i = inactive; ? = inconclusive; . = not tested or not shown; [ ] = another dose, or the depositor's remark. Unless noted, calls come from the whole dose curve; as a rule, active = well fitted curve in the direction sought with a large enough effect; inconclusive = small, poorly fitted or top-dose-only effect, or another doubt; inactive = no such curve, though single readings can be large; an effect the other way counts as inactive or inconclusive.

Every second line gives: Tb PGK inh, JMJD2A Tudor inh, GLS inhibitor, PI4K2A block, Pol eta inh, Pin1 inhibitor, G9a block, HP1b binding inh, BAZ2B inh
> C[C@H]1CCC(=O)N(CCSc2ccc(Br)cc2)CC1
    2%, 17%, -6%, 2, -17%, -4%, ?, 79%[activator], 3%
> CCN1C(=O)C(CC(=O)Nc2ccc(OC)cc2)N(CCc2ccc(OC)cc2)C1=S (stereo not drawn)
    6%, -15%, -21%, 5, -3%, -10%, -2%, 3%, -8%
> CCOc1ccccc1CNC(=O)C1CCN(S(=O)(=O)c2ccc3c(ccn3C)c2)CC1
    -4%, -18%, 1%, 3, -17%, 22%, 11%[59 µM], 10%[57 µM], -6%
> COc1cc(OC)c(OC)cc1/C=N/NC(=O)CC1C(=O)NN=C1C (stereo not drawn)
    8%, -11%, 30%, -4, 3%, 2%, 26%[59 µM], 21%, 9%
> COc1ccc(-c2cn3c(n2)sc2cc(C(=O)NCCCc4ccccc4)ccc23)cc1
    i, -12%, 4%, -11, -7%, 1%, 3%[59 µM], 24%, 0%
> COc1cc(C2N(c3cc(C)on3)C(=O)C3CCCN32)cc(OC)c1OC (stereo not drawn)
    6%, ?, 4%, -3, -2%, 1%, -13%[59 µM], -1%, 4%
> O=C(NC(=S)Nc1ccc(Cl)cn1)C(c1ccccc1)c1ccccc1
    i, -6%, 0%, 2, ?, 4%, 14%[2.33 µM], 38%, -7%
> O=C(NCc1cccc(Cl)c1)C1CCCO1 (stereo not drawn)
    -5%, -16%, 4%, 3, -15%, -8%, 6%, 10%, -13%
> COC(=O)c1ccccc1NC(=O)C1=C(C)C(=O)OC12CCCCCC2
    -2%, 17%, 0%, -3, -25%, 1%, 10%[59 µM], 35%, 25%
> CCCc1c(C(=O)Nc2cc(C)on2)cnn1-c1ccccc1
    -7%, -12%, 8%, 2, -19%, -3%, ., 42%[activator], -2%
> COc1cc(C2C(C#N)=C(N)N(N(C)C)C3=C2C(=O)CC(C)(C)C3)ccc1O (stereo not drawn)
    -6%, -12%, 16%, 4, -20%, -7%, ?, 18%, -19%
> CCN(CC)CCCNC(=O)c1nn(-c2ccc(OC)cc2OC)c(=O)c2ccccc12
    i, 10%, -16%, -4, -9%, 5%, -2%[12.7 µM], 41%[activator], 2%
> OCC1CCCCN1C(=S)NCc1ccco1 (stereo not drawn)
    -8%, -3%, 7%, -6, -13%, 3%, ., 37%, 1%
> CC(C)OC(=O)CSc1nnc(-c2cccnc2)n1Cc1ccccc1
    -7%, -28%, 16%, 0, -11%, 2%, ?, 8%, -3%
> Cc1coc2cc3oc(=O)c(CCC(=O)NCc4ccc(Cl)cc4)c(C)c3cc12
    2%, -18%, 2%, -4, -6%, 12%, -26%[59 µM], 14%, -16%
> COc1cc(OC)cc(-c2c(-c3cccs3)c3cc(-c4ccc5c(c4)OCCO5)ccc3n2C)c1
    i, -21%, -14%, 2, -14%, ?, -5%[0.501 µM], 40%[activator], -3%
> CNC(=O)C12CC3CC(C1)CC(c1ccc(C)cc1)(C3)C2
    -3%, 2%, -17%, 2, -11%, 0%, -3%, 36%, -1%
> O=C(c1ccccc1C(=O)N(c1ccccc1)c1ccccc1)N1CCCCC1
    -4%, 3%, -6%, 6, -10%, ?, 15%[59 µM], 20%, -3%
> COc1ccc(-c2cn3ccc(C)cc3n2)cc1
    -21%, -14%, 1%, -28, -8%, 10%, -10%, 25%, -17%
> O=C(CN1CCN(S(=O)(=O)c2cc(Cl)ccc2Cl)CC1)Nc1ccc2c(c1)OCCO2
    i, -18%, -7%, 5, -18%, 11%, 20µM*, 20%, -6%
> Cc1ccc(NC(=S)N(CCCN2CCCC2)Cc2cccn2Cc2ccc(Cl)cc2)cc1Cl
    -7%, ?, -50%, -15, -14%, 3%, 32µM*, -5%, ?
> c1cncc(-c2noc(-c3ccc4ccccc4c3)n2)c1
    -7%, -3%, 1%, -3, -12%, -9%, 9%, 38%[activator], -3%
> COC(=O)CN1C(C)=Nc2ccc(C)cc2C1c1ccccc1 (stereo not drawn)
    11%, -5%, 3%, 1, -4%, 1%, -1%, 10%, -16%
> N#C/C(=C\c1ccc(N2CCCCC2)o1)C(N)=O
    -4%, -15%, 10%, 6, -13%, ?, 28µM*, 8%, 28µM*
> O=C(CN1CCN(Cc2cccc3ccccc23)CC1)NCCc1ccccc1
    -1%, -31%, 1%, -1, -25%, -4%, -12%, 28%, -17%
> O=S(=O)(NCCSc1ccccn1)c1ccc(Cl)cc1
    7%, -4%, -3%, 3, -2%, -6%, -11%, 28%, -4%
> O=C(Nc1ccncc1)C1CCN(S(=O)(=O)c2ccccc2)CC1
    2%, 9%, 5%, 5, -11%, 2%, 16%, 20%, 0%
> CCCOc1ccc(C2CC(=O)Nc3c2c(C)nn3-c2nncc(-c3cccc(OC)c3)n2)cc1OC (stereo not drawn)
    ., -21%, -10%, 3, ., 2%, 8%[59 µM], 15%, 6%
> COc1ccc(Cl)cc1C(=O)NCC(c1ccco1)N1CCCC1 (stereo not drawn)
    -7%, -22%, 10%, -2, -6%, -5%, ?, 15%, 5%
> O=C(NCc1ccccc1)c1ccc(Cl)cc1[N+](=O)[O-]
    -10%, -18%, -12%, 2, -13%, -4%, 0%, 43%[activator], 1%
> CC1(C)CC(=O)C(C(=O)c2ccccc2)C(=O)C1Cl (stereo not drawn)
    2%, -9%, 10%, 1, 2%, -3%, ?, 26%, -5%
> O=C(COc1ccccc1)Nc1sc2c(c1C(=O)Nc1ccccc1Cl)CCCCC2
    -1%, -14%, -4%, 0, -6%, 13%, ?, 11%, -14%
> Cc1ccc(S(=O)(=O)NN=C2CC(C)(C)CC(=O)C2(C)C)cc1
    i, ., -4%, -3, -18%, ., ., ., .
> COC(=O)c1ccccc1NC(=O)CSc1nccn1C
    3%, -17%, -2%, 1, 3%, -1%, -43%, 20%, -4%
> CCc1nc2ccc(C(=O)NCc3ccccc3)cc2nc1CC
    -4%, -2%, 5%, -4, -2%, 6%, 9%, 44%[activator], -16%
> O=C(O)CCCCCN1C(=O)C(O)=C(C(=O)/C=C/c2ccccc2)C1c1cccc([N+](=O)[O-])c1 (stereo not drawn)
    i, -17%, 18%, 0, -17%, -11%, 45µM*, 27%, ?
> O=C(/C=C/c1ccccc1)N1CCC[C@H]1CO
    -8%, -14%, 3%, -1, -12%, -7%, 27%, 29%, 5%
> CN=C(Nc1ccc(C(=O)OC)cc1)SC1CC(=O)N(c2ccccc2F)C1=O (stereo not drawn)
    4%, -4%, 2%, -3, -19%, 0%, -6%, 31%, -6%
> O=C(COC(=O)c1ccc([N+](=O)[O-])s1)NC(c1ccccc1)c1ccccc1
    3%, -4%, 6%, 1, -17%, 7%, -14%[59 µM], 46%[activator], -34%
> Cc1ccc(S(=O)(=O)N2CCN(C(=O)C3CCCO3)CC2)cc1 (stereo not drawn)
    -9%, -16%, 7%, 1, 4%, -14%, ., 19%, 5%
> CCN1CCN(Cc2c(O)ccc3oc(C)c(C(=O)Nc4cccc(C(F)(F)F)c4)c23)CC1
    -2%, -31%, 5%, -2, -16%, -6%, -2%[59 µM], 31%, -19%
> Cc1csc(N2CCCC2c2nc3cc(Cl)c(N4CCCCC4)cc3n2CCOCCO)n1 (stereo not drawn)
    7%, ?, 15%, 0, -20%, 6%, ., -6%, .
> Cc1ccc(OCc2cn3cccnc3n2)cc1
    5%, -8%, 8%, 3, -9%, -2%, -2%[59 µM], 35%, 89µM*
> O=C1NC(=S)S/C1=C/c1ccc(Oc2cnccn2)cc1
    -1%, -17%, 20%, 3, -15%, ?, ?, 12%, -36%
> Cc1cccc2cc(COC(=O)c3cccc([N+](=O)[O-])c3)c(=O)[nH]c12
    -2%, -8%, -6%, 3, -13%, 0%, 3%, 32%, -13%
> COc1cccc(NC(=O)C(OC(=O)c2ccc([N+](=O)[O-])o2)c2ccccc2)c1 (stereo not drawn)
    8%, -36%, 0%, -1, -14%, 1%, ?, 6%, ?
> COC(=O)c1cc(N=Nc2c(C)[nH]c3ccccc23)cc(C(=O)OC)c1
    10%, -17%, 3%, -3, -6%, -2%, 12%[12.7 µM], 50%[activator], -14%
> Cc1ccc(S(=O)(=O)Nc2ccccc2C(=O)N2CCOCC2)cc1
    -2%, -8%, -6%, -3, -8%, -3%, ., 31%, 4%
> O=C(CSCc1ccccc1Cl)Nc1ccc(C(=O)O)cc1
    1%, -9%, 5%, 3, 6%, 0%, 11%[0.501 µM], 29%, 3%
> COc1ccc2sc(C)cc(=O)c2c1
    -7%, ., 6%, 1, -14%, ., ., ., .
> Cc1ccc(NC(=O)CSc2nnc(C3CCCCC3)n2N)cc1F
    22%, -27%, 2%, 3, 0%, 1%, -4%, 20%, -3%
> COc1ccc(N(Cc2cc3cc(OC)ccc3[nH]c2=O)C(=O)c2cccc(Cl)c2)cc1
    -3%, -17%, 1%, -2, -8%, 8%, -18%[59 µM], 1%, -12%

Only part of the results is shown (hit frequency here may not be typical).
